Bioassay records as filed in PubChem BioAssay.
CBFb RUNX1 block – qHTS Assay for Compounds Blocking the Interaction Between CBF-beta and RUNX1 for the Treatment of Acute Myeloid Leukemia. Runt-related transcription factor 1 (Homo sapiens) + Core-binding factor subunit beta …. AlphaScreen CBFb-His/RUNX1-biotin binding, biochemical. Potency, µM (series often up to 59.8 µM), without a hit: at the top dose activity, negative = inhibition, actives largely listed as inhibitors. 230,000 tested, under 10 active. AID 1477, 2009; also: % of control where 0% means no effect
Target sequence (Q01196 whole entry, looked up): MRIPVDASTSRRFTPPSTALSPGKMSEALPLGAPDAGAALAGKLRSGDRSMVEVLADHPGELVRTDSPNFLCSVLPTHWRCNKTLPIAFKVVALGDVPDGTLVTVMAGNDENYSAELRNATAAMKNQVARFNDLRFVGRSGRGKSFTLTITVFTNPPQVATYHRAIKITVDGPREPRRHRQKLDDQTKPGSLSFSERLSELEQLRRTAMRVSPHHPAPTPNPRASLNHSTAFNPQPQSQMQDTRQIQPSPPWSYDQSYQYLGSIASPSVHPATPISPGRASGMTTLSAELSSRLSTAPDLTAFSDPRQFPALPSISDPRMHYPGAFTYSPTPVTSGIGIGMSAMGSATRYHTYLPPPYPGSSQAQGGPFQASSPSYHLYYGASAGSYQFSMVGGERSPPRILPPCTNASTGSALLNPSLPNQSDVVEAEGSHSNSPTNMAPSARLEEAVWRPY
Target sequence (Q13951 whole entry, looked up): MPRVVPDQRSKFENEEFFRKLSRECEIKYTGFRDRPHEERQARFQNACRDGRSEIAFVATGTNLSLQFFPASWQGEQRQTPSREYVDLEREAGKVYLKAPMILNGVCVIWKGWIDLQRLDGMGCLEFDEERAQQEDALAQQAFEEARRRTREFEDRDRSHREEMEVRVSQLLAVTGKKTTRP
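AlphaScreen binding: CBFb-His and RUNX1-biotin (30 nM each) preincubated 20 min, compound added for 15 min, then nickel and streptavidin beads for 90 min, all at room temperature. Disruption of the interaction by any mechanism counts as activity.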
GAA spleen mod – qHTS Assay for Inhibitors and Activators of Human alpha-Glucosidase From Spleen Homogenate; Potency, µM (top dose mostly 79.9 µM), inactives show at the highest dose activity change, negative = inhibition, usual class: inhibitors; Lysosomal alpha-glucosidase (Homo sapiens), P10253; 0.006% of 240,000 active; human spleen homogenate, 4-MU-alpha-glucoside fluorescence;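 also: potency is read from the fitted curve at half-maximal effect; 0% = enzyme with vehicle and -100% = no enzyme basal signal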
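Human spleen homogenate (1 ug) incubated with compounds and 1 mM 4-methylumbelliferyl-alpha-D-glucopyranoside in pH 5.0 citrate/phosphate buffer, 37 C, 40 min. Stopped at pH 10; 4-MU fluorescence (Ex 365/Em 440 nm); AC50 by Hill fit.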
Lamin A splicing – qHTS Assay for Modulators of Lamin A Splicing. AID 1487, 2009. Potency, µM (doses to about 46.1 µM), for the others: top-dose ratio change, negative = inhibition, hits mostly inhibitors. 0.01% of 200,000 active. HeLa LMNA splicing GFP/RFP minigene ratio, 48 h; active = well fitted inhibition curve with a large enough effect in the signal ratio, with a control signal flat, not every such curve was filed as active; inconclusive = small, poorly fitted or top-dose-only effect, or effect the other way, or a change in a side signal; the % refers to the signal ratio; also: potency is read from the fitted curve at half-maximal effect; % is scaled to controls: 0 for no effect and ±100 for the full control effect
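S3 HeLa cells stably expressing lamin A-EGFP splicing minigene plus DsRed2, 600 cells/well, 48 h compound exposure at 37C. Laser-scanning cytometry; analysed as GFP (500-530 nm)/RFP (575-640 nm) total intensity ratio; 0.5% DMSO vehicle.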
* marks the source's active call; other numbers are inactive results; u = inconclusive; x = no result given; [ ] = dose if it differs, or a comment. Unless noted, calls follow the shape of the dose curve; as a rule, active = well fitted curve in the direction sought with a large enough effect; inconclusive = small, poorly fitted or top-dose-only effect, or another doubt; inactive = no such curve, though single readings can be large; an effect the other way counts as inactive or inconclusive. The list is partial; rates above refer to the full screens.

The opening 5 entries (preview)
| compound | CBFb RUNX1 block | GAA spleen mod | Lamin A splicing |
| --- | --- | --- | --- |
| CC(C)CCNC(=O)CNC(=O)[C@@H](C)NC(=O)[C@@H](N)Cc1ccc(O)cc1 | 17.6% | -12.9% | x |
| Cc1[nH]c2ccc(Cl)cc2c1C1=CCNCC1 | 13.3% | -1.4% | x |
| CCN1C[C@]2(C)CCC(OC)[C@@]34C5C[C@@H]6CC[C@@](O)(C5C(=O)O6)[C@@H](C(O)C23)[C@@H]14 (some centres not stated) | 6.0% | 9.2% | x |
| CC(C)OC(=O)C(O)(c1ccc(Cl)cc1)c1ccc(Cl)cc1 | u | -0.3% | x |
| CN(C)C(=O)Nc1ccc(-n2nc(C(C)(C)C)oc2=O)c(Cl)c1 | 9.7% | -3.3% | x |

Results, repeating the preview:
| compound | CBFb RUNX1 block | GAA spleen mod | Lamin A splicing |
| --- | --- | --- | --- |
| CC(C)CCNC(=O)CNC(=O)[C@@H](C)NC(=O)[C@@H](N)Cc1ccc(O)cc1 | 17.6% | -12.9% | x |
| Cc1[nH]c2ccc(Cl)cc2c1C1=CCNCC1 | 13.3% | -1.4% | x |
| CCN1C[C@]2(C)CCC(OC)[C@@]34C5C[C@@H]6CC[C@@](O)(C5C(=O)O6)[C@@H](C(O)C23)[C@@H]14 (some centres not stated) | 6.0% | 9.2% | x |
| CC(C)OC(=O)C(O)(c1ccc(Cl)cc1)c1ccc(Cl)cc1 | u | -0.3% | x |
| CN(C)C(=O)Nc1ccc(-n2nc(C(C)(C)C)oc2=O)c(Cl)c1 | 9.7% | -3.3% | x |
| C[C@H]1CC[C@@H]2[C@@H](C)[C@H]3C(CC4C5CC=C6CC(O[C@@H]7O[C@H](CO)C(O[C@@H]8O[C@@H](C)[C@H](O)[C@@H](O)[C@H]8O)[C@H](O)[C@H]7O[C@@H]7O[C@@H](C)[C@H](O)[C@@H](O)[C@H]7O)CC[C@]6(C)C5CC[C@@]43C)N2C1 (some centres not stated) | -19.6% | 9.2% | x |
| C=C(C)C1CCC(C)=CC1c1c(OC)cc(C)cc1OC (configuration not stated) | 27.1% | 6.6% | x |
| CCOC(=O)C(SP(=S)(OC)OC)c1ccccc1 (configuration not stated) | 21.3% | 5.3% | x |
| N#CN=C1SCCN1Cc1ccc(Cl)nc1 | 6.3% | -0.5% | x |
| CCCCOC(=O)N(C)SN(C)C(=O)Oc1cccc2c1OC(C)(C)C2 | 13.8% | 4.7% | x |
| O=C(NC1CCCCC1)c1cn(CCN2CCOCC2)c2cc(Cl)ccc2c1=O | 14.6% | -6.9% | x |
| Cc1cc([C@@H]2CCCN2C)on1 | 2.7% | -6.4% | x |
| O=C(Nc1cc(C(F)(F)F)ccc1O)Nc1cc(C(F)(F)F)ccc1O | u | 3.6% | x |
| CC(C)C[C@H](NC(=O)[C@H](CC(C)C)NC(=O)[C@H](Cc1ccccc1)NC(=O)[C@@H](N)Cc1ccc(O)cc1)C(=O)N[C@@H](CCCN=C(N)N)C(=O)N[C@@H](CC(N)=O)C(=O)N1CCC[C@H]1C(=O)O | 6.0% | 2.3% | x |
| CC(=O)[C@H]1CC[C@H]2C3CC[C@H]4C[C@](C)(O)CC[C@]4(C)C3CC[C@]12C (some centres not stated) | 7.4% | 2.5% | x |
| CCOP(=S)(OCC)Oc1cc(C)nc(N(CC)CC)n1 | u | -7.0% | x |
| OCC(Br)(Br)Br | -12.5% | 4.5% | x |
| CNCC(N)C(=O)O (configuration not stated) | 22.7% | 9.2% | x |
| CCOc1cc(OP(=S)(OC)OC)nc(CC)n1 | 24.2% | -2.4% | x |
| N#Cc1cc(Br)c(O)c(Br)c1 | 8.9% | -6.3% | x |
| O=c1[nH]c2ccccc2n1C1CCN(Cc2ccc(-c3[nH]c4cc5ncnc5cc4nc3-c3ccccc3)cc2)CC1 | -20.8% | -1.2% | x |
| C[C@H]1C/C=C/[C@@H]2[C@@H]3O[C@]3(C)[C@@H](C)[C@H]3[C@H](Cc4ccccc4)NC(=O)[C@]32OC(=O)O/C=C/[C@](C)(O)C1=O | 20.4% | -6.9% | x |
| CC(C)[C@H](NC(=O)[C@H](CCC(=O)O)NC(=O)[C@H](Cc1ccccc1)NC(=O)[C@H](C)NC(=O)[C@@H](N)Cc1ccc(O)cc1)C(=O)N[C@H](C(=O)NCC(N)=O)C(C)C | 5.5% | -5.6% | x |
| COc1ccc(CC2NCCc3cc(OC)c(OC)cc32)cc1OC (configuration not stated) | 12.3% | 2.2% | x |
| CSCC[C@H](NC(=O)[C@@H](NC(=O)CNC(=O)[C@H](CC(=O)O)NC(=O)[C@H](CCSC)NC(=O)[C@@H](N)Cc1ccc(O)cc1)[C@@H](C)O)C(=O)N[C@@H](CO)C(=O)N[C@@H](CCC(N)=O)C(=O)N[C@H](C(=O)O)C(C)C | 11.6% | 1.2% | x |
| C[C@@H]1CC[C@H]2[C@@H](C)C(=O)O[C@@H]3OC4(C)CC[C@@H]1[C@]32OO4 | u | -13.8% | x |
| NCC[C@H](NC(=O)[C@@H](N)CCCN=C(N)N[N+](=O)[O-])C(N)=O | 20.5% | 3.1% | x |
| O=C=NCCCCN=C=O | -3.9% | -1.8% | x |
| O=C(Nc1ccccc1-c1ccc(Cl)cc1)c1cccnc1Cl | -9.2% | 5.3% | x |
| OC12C3C4CC5C6C4C1C6C(C53)N2CCc1cccc(F)c1 (configuration not stated) | 1.1% | 5.1% | x |
| C[C@]12O[C@H](C[C@@]1(O)C(=O)O)n1c3ccccc3c3c4c(c5c6ccccc6n2c5c31)CNC4=O | 11.7% | 5.6% | x |
| O=P1(Oc2ccccc2)CC(O)C(O)C(COCc2ccccc2)O1 (configuration not stated) | 7.8% | -8.3% | x |
| NCCNC[C@@H](N)CCCN=C(N)N[N+](=O)[O-] | 13.1% | 3.4% | x |
| COc1ccc(CC2NCC(O)C2OC(C)=O)cc1 (configuration not stated) | 1.1%[21.7 µM] | 12.1% | x |
| O=C(/C=C/c1ccc(Cl)cc1)N[C@@]12CCC(=O)[C@@H]3Oc4c(O)ccc5c4[C@@]31CCN(CC1CC1)C2C5 | 7.2% | 2.6% | x |
| CC1=C[C@H]2[C@]3(O)C(C=C(CO)C[C@]2(O)C1=O)[C@@H]1C(C)(C)[C@]1(O)[C@H](O)[C@H]3C (some centres not stated) | 21.1% | -3.0% | x |
| Cc1ccc2c(c1)Cc1c(C(=O)NN3CCCCC3)nn(-c3ccc(Cl)cc3Cl)c1-2 | -12.4% | -2.2% | x |
| CCOc1cncc(/C=C/CCNC)c1 | 7.7% | 3.1% | x |
| CC(C)Oc1cc(-n2nc(C(C)(C)C)oc2=O)c(Cl)cc1Cl | 28.0% | 2.2% | x |
| NC(Cc1cc(O)c(O)cc1O)C(=O)O (configuration not stated) | x | -3.5% | u |
| C[C@@H]1OC(OC2C(OC3CC[C@@]4(C)C5CC=C6C7CC(C)(C)CC[C@@]7(C(=O)O)CCC6(C)C5(C)CCC4[C@]3(C)CO)OCC(O)C2O)C(O)C(O)C1O (some centres not stated) | x | -1.4% | u |
| O=C(O)COc1cc(Cl)c(Cl)cc1Cl | x | 4.0% | 11.1% |
| CCCC(C)C1(CC)C(=O)N=C(S)NC1=O (configuration not stated) | x | -2.9% | -6.2% |
| CCN1C[C@@]2(OC(=O)c3ccccc3NC(C)=O)CCC(OC)[C@@]34C5CC6C(OC)C[C@@](O)(C(CC23)[C@@H]14)C5(O)C6OC (some centres not stated) | x | -14.0% | 2.6% |
| CC1CC(O)[C@]2(O)[C@]13CC(=O)OC[C@@]2(C)[C@@](C)(O)C(=O)C3 (some centres not stated) | x | -14.7% | -6.1% |
| CNC(=O)Oc1cccc2c1OC(C)(C)C2 | x | -8.1% | u |
| CNC(=O)Oc1ccccc1OC(C)C | x | 7.6% | -4.9% |
| CC(N)[C@@H](O)c1ccccc1 (some centres not stated) | x | -3.2% | -10.9% |
| COC(=O)[C@]1(C)CC[C@@]2(C)CC[C@@]3(C)C4=CCc5c(cc(O)c(O)c5C)[C@]4(C)CC[C@@]3(C)C2C1 (some centres not stated) | x | 7.7% | u |
| C#CCOS(=O)OC1CCCCC1Oc1ccc(C(C)(C)C)cc1 (configuration not stated) | x | 1.1% | -10.0% |
| O=C(NC(=O)c1c(F)cccc1F)Nc1ccc(Cl)cc1 | x | 1.1% | -11.9% |
| O=C(O)c1nn(Cc2ccc(Cl)c(Cl)c2)c2ccccc12 | x | 13.4% | u |
| O=C(O)CCCOc1ccc(Cl)cc1Cl | x | 3.3% | -4.7% |
| COP(N)(=O)SC (configuration not stated) | x | 5.9% | -3.3% |
| CC(C)CCCC(C)C1CCC2C3CC(O)[C@@]4(O)CC(O)CC[C@@]4(C)C3CC[C@@]12C (some centres not stated) | x | -0.5% | u |
| CC(=O)Oc1c2c(c(CC=C(C)C)c3c1C(=O)C1=CC4CC5C(C)(C)OC(C/C=C(\C)C(=O)O)(C4=O)[C@]15O3)OC(C)(CCC=C(C)C)C=C2 (some centres not stated) | x | -9.1% | u |
| CC(=O)OC1CC[C@@]2(C)C3CC(=O)[C@]4(C)C(C(C)=O)=CCC4C3CC[C@H]2C1 (some centres not stated) | x | -6.0% | u |
| CC(C)CCCC(C)C1CCC2C3CC(=O)[C@H]4CC(O)CC[C@]4(C)C3CC[C@@]12C (some centres not stated) | x | -1.4% | u |
| CNc1ccccc1C(=O)O | x | 12.7% | 4.1% |
| CC(C)(C#N)O[C@H]1OC(CO)C(O)C(O)C1O (some centres not stated) | x | -2.6% | -11.0% |
| CN(C)C(=O)Oc1cc(OC(=O)N(C)C)cc(C(O)CNC(C)(C)C)c1 (configuration not stated) | x | -8.3% | -2.0% |
| N#C/C(=C\c1ccc(O)cc1)C(=O)O | x | -10.6% | -2.5% |

Profiles, looked up by structure.
O=C(O)c1nn(Cc2ccc(Cl)c(Cl)c2)c2ccccc12 across the screens: CBFb RUNX1 block: x; GAA spleen mod: 13.4%; Lamin A splicing: u
COP(N)(=O)SC (configuration not stated) across the screens: CBFb RUNX1 block: x; GAA spleen mod: 5.9%; Lamin A splicing: -3.3%
